Tb MetRS inh – blocks T. brucei methionyl-tRNA synthetase activity; purified T. brucei MetRS, ATP depletion, Kinase-Glo luminescence; inhibition, % at 11.9 µM; hit rate 0.4% among 360,000; AID 624268;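 active = inhibition above a per-plate cutoff of the control wells' mean inhibition plus 3 SD, cut at about 5.5% in these data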;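 also: 0% = DMSO wells median and 100% = median of wells with control inhibitor compound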
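Test system: purified T. brucei MetRS enzyme. Also added: ATP, methionine and E. coli bulk tRNA substrates. Compound: 11.9 µM single point. Schedule: 15 min enzyme-compound preincubation, 2 h reaction, 10 min detection, 25 °C. Signal: luciferase luminescence of residual ATP, Kinase-Glo. Evaluation: percent inhibition versus plate control medians. Controls: DMSO wells, low control.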
eLon inh – E. coli protease La inhibition; P0A9M0; purified E. coli Lon protease, fluorescence polarization; hit rate 0.42% among 360,000; inhibition, % at 7.94 µM; in the data active = inhibition above about 13%, passing the limit was not always enough;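 also: 0% = enzyme with probe and DMSO and 100% = no enzyme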
NRP1-CendR mod – alters CendR peptide binding to human NRP-1; FAM-RPARPAR peptide binding to NRP-1, fluorescence polarization; inhibition, % at 25 µM; hit rate 0.85% among 360,000; AID 602438;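 active = inhibition or corrected inhibition above about 18%, plus a signal ratio from 0.5 to 1.5, limit read from the data, passing the limit was not always enough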; also: strong numbers were not always called active
SUMO1 PPI mod – alters human SUMO1 binding to SIM partners; AID 602429; hit rate 0.33% among 360,000; SUMO1 binding to a labelled peptide, TR-FRET, 1 h; inhibition, % at 20 µM; in the data active = inhibition above about 37%
Target sequence (P63165 whole entry, looked up): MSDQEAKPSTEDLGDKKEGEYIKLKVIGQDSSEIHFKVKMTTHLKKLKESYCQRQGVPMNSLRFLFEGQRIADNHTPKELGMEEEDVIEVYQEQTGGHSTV
MsrA act – activates bovine MsrA enzyme; purified bovine MsrA, absorbance read-out; activation, % at 10.6 µM; hit rate 0.3% among 360,000; AID 602163; in the data active = activation above about 7.5%;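 also: 0% = vehicle and 100% = reference activator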
MsrA inhibitor – bovine MsrA inhibition; purified bovine MsrA, absorbance read-out; inhibition, % at 15.5 µM; hit rate 0.75% among 360,000; in the data active = inhibition above about 4.5%;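 also: 0% = vehicle wells with enzyme and 100% = reference inhibitor wells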
STEP inh – inhibitors of human striatal-enriched phosphatase STEP | hit rate 0.25% among 360,000 | inhibition, % at 20 µM | P54829 | AID 588621 | recombinant STEP, OMFP fluorogenic substrate, fluorescence;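 active = inhibition at 20 µM, scaled per plate between control wells, above about 37%, limit read from the data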;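 also: 0% = DMSO with enzyme and substrate and 100% = substrate only without enzyme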
Target sequence (P54829 whole entry, looked up): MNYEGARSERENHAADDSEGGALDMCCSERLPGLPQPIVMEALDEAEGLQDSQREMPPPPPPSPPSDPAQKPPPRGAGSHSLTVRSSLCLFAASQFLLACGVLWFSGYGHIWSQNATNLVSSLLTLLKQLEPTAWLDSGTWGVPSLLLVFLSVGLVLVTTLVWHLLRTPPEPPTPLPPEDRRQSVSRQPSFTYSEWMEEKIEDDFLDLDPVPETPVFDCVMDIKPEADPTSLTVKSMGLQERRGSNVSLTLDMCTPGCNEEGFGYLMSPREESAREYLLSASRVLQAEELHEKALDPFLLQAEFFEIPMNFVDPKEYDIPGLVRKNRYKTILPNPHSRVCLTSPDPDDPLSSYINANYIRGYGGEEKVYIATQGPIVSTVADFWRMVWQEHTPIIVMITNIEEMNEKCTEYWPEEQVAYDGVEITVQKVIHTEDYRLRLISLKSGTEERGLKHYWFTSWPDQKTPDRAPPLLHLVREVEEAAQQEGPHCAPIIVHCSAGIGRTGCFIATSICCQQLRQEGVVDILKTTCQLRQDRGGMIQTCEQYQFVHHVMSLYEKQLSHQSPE
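Material: STEP (striatal-enriched tyrosine phosphatase) enzyme, cell-free | Medium: 50 mM Bis-Tris pH 6.0 with 2.5 mM DTT and 0.005% Tween 20 | Read-out: Percent inhibition scaled to no-enzyme and uninhibited-enzyme controls, plate-pattern corrected | Signal: Fluorescence read at 480 nm ex / 540 nm em | Times: 20 min reaction, room temperature, in the dark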
Scp1 inh – Scp-1 (human) phosphatase inhibition; Q9GZU7; Recombinant Scp1, phosphopeptide, malachite green phosphate absorbance; inhibition, % at 20 µM; hit rate 0.88% among 340,000; AID 493091;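 active = inhibition above about 50% at 20 µM, limit read from the data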;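 also: plate controls were DMSO wells with enzyme for no effect and wells lacking enzyme for full effect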
Target sequence (Q9GZU7 76-261 limits assumed): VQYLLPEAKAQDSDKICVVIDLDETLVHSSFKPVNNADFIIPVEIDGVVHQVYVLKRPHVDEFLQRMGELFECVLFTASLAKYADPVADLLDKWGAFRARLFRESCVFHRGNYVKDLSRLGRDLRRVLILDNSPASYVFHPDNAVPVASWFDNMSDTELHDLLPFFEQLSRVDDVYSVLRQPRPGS
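Test system – truncated SCP-1 phosphatase (76-261aa) · Reagent – Phosphorylated 17-residue peptide substrate · Incubation – 45 min room-temperature reaction, 5 min colour, 30 min stabiliser · Detection – colorimetric phosphate reagent with accelerator and stabiliser, absorbance at 630 nm · Measure – % inhibition at 20 µM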
LMPTP inh – blocks human LMPTP phosphatase; hit rate 0.22% among 360,000; recombinant LMPTP-A, OMFP fluorogenic substrate, fluorescence intensity; inhibition, % at 20 µM; P24666;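 active = compounds that cut the enzyme signal by at least half of the control window in the single-dose screen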;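 also: plate controls were DMSO wells with enzyme plus substrate for no effect and substrate without enzyme for full effect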
Target sequence (P24666 whole entry, looked up): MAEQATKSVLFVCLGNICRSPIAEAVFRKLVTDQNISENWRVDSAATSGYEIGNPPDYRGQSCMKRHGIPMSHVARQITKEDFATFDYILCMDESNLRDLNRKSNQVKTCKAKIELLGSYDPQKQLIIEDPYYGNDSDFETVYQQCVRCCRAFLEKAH
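Test system – LMPTP-A phosphatase enzyme · Quantity – 0.625 nM LMPTP-A final · Reagent – OMFP substrate, 400 µM final · Dosing – one test concentration per compound, 20 µM, with 3% DMSO overall · Timing – 50 min enzyme reaction at room temperature, protected from light · Detection – fluorescence intensity · Controls – substrate-only low control, DMSO enzyme-plus-substrate high control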
DNMT1 inh – inhibitors of human DNMT1 | inhibition (reported as % activation of signal), % at 10 µM | P26358 | DNMT1 molecular beacon, Hinp1I cleavage, fluorescence | hit rate 0.83% among 360,000 | AID 588458; in the data active = inhibition above about 50%
* marks the source's active call; other numbers are inactive results; · = not tested or not shown.

SMILES	Tb MetRS inh	eLon inh	NRP1-CendR mod	SUMO1 PPI mod	MsrA act	MsrA inhibitor	STEP inh	Scp1 inh	LMPTP inh	DNMT1 inh
O=C(Cc1ccccc1)NNC(=S)NC(=O)c1cccs1	-0.2	5	-8	1	3	2.1	0	-7	-1.8	0
Cc1csc2nc(SCC(=O)N3CCN(c4ccccc4)CC3)[nH]c(=O)c12	-0.6	7	0	24	-7	0.1	-1	4	0.3	-2
NC(=O)C1CCN(C(=O)COc2cccc3cccnc23)CC1	-1.3	1	3	-4	-13	-0.9	-1	1	0.0	4
Cc1ccc(OCC(=O)Nc2ccc(N3CCN(S(C)(=O)=O)CC3)cc2)cc1C	-0.4	-9	-14	2	-2	1.7	1	-2	-0.7	4
COc1ccc(C(=O)NCc2cccnc2)cc1	0.0	-4	-6	3	-2	-2.8	2	-4	-0.4	1
CN1CCN(c2ncnc3c2ncn3[C@H]2CN(Cc3ccc(C(=O)O)cc3)C[C@@H](CO)O2)CC1	-0.1	-8	6	0	-1	0.5	2	·	-0.5	4
COc1ccc(N2CCN(C(=O)c3ccccc3NS(=O)(=O)c3ccccc3)CC2)cc1	0.1	5	9	-2	-6	-0.4	3	0	0.0	2
Cn1cc(Br)c(-c2cccc(NC(=O)CC(C)(C)CC(=O)O)c2)n1	0.2	-2	-7	7	4	-0.3	1	-8	0.3	-3
O=C(O)/C=C/C(=O)Nc1ccc(SC(F)(F)C(F)(F)C(F)(F)F)cc1	-0.9	-13	-6	3	-4	2.5	-3	-12	-0.1	-7
CCCn1c(=O)c(C(=O)NCCc2ccccc2)c(O)c2ccccc21	-0.3	-1	7	1	-1	1.3	3	-6	4.4	2
Cc1cc(C)nc(NC(=O)c2ccc(Cl)cc2[N+](=O)[O-])c1	1.6	-2	9	-16	-3	0.0	-3	22	-1.6	5
COc1ccc(NS(=O)(=O)c2ccc(C)c(C(=O)N3CCN(Cc4cc(OC)ccc4OC)CC3)c2)cc1	0.0	-6	-5	-173	-3	2.1	2	-11	-7.5	-21
COCCCNC(=O)CCCOc1ccccc1	-0.2	1	11	1	-3	0.1	3	-1	-0.7	1
CCOC(=O)C[C@H]1c2ccccc2S(=O)(=O)N1Cc1ccc(Cl)cc1	-0.3	-3	24	7	-2	-0.4	3	3	1.2	1
COc1ncnc2c1N=C1CC(C)(C)CC(N)=C1S2	-0.5	65*	42	-32	-1	2.3	-2	-2	4.6	-15
CC(C)C[C@H]1CN(CCCC[C@H]2CNC(=O)C(=O)N2Cc2ccccc2)C(=O)C(=O)N1CC1CCCCC1	-0.5	3	-7	6	1	0.1	·	·	-1.8	·
FC(F)(F)c1ccccc1Cc1c(-c2cccc(Cl)c2)nc2ccc(Cl)cn12	-0.6	-4	-8	9	-9	-0.1	-1	·	1.1	0
CC1CC(C)CN(C(=O)CCNS(=O)(=O)c2cccs2)C1 (stereo unspecified)	0.4	7	1	0	-4	0.1	0	-5	-1.6	4
CN(C(=O)COC(=O)c1ccc([N+](=O)[O-])cc1)c1ccccc1	-0.4	5	15	-21	-4	-0.3	-1	2	-2.4	-1
CC(C)C(=O)Nc1nc(-c2ccc3c(c2)CCN3C(=O)C2CC2)cs1	0.1	5	-10	-1	-3	-0.4	2	-8	2.9	-7

Results in NRP1-CendR mod, for 5 of the compounds above:
molecule,NRP1-CendR mod
Cn1cc(Br)c(-c2cccc(NC(=O)CC(C)(C)CC(=O)O)c2)n1,-7
O=C(O)/C=C/C(=O)Nc1ccc(SC(F)(F)C(F)(F)C(F)(F)F)cc1,-6
CCCn1c(=O)c(C(=O)NCCc2ccccc2)c(O)c2ccccc21,7
Cc1cc(C)nc(NC(=O)c2ccc(Cl)cc2[N+](=O)[O-])c1,9
COc1ccc(NS(=O)(=O)c2ccc(C)c(C(=O)N3CCN(Cc4cc(OC)ccc4OC)CC3)c2)cc1,-5

Next section
SMILES	Tb MetRS inh	eLon inh	NRP1-CendR mod	SUMO1 PPI mod	MsrA act	MsrA inhibitor	STEP inh	Scp1 inh	LMPTP inh	DNMT1 inh
Cn1c(Nn2cnnc2)nc2ccccc21	0.1	-4	-8	1	6	-1.0	-23	-9	-0.2	3
CN(Cc1ccccc1)C(=O)c1cccc(NC(=O)Cc2ccc(NC(=O)C3CCN(C(=O)c4ccccc4)CC3)cc2)c1	1.2	-4	10	3	-1	0.2	-1	0	-0.3	-4
COC(=O)c1ccc2c(=O)n(CCN3CCOCC3)c(SCC(=O)Nc3ccc(OC)cc3OC)nc2c1	-0.3	-3	2	-1	-2	0.5	2	-9	0.9	4
O=C(OCC(=O)N1CCCC1=O)c1ncc(Cl)c(Cl)c1Cl	0.0	8	-5	-1	-1	-0.4	-1	-3	-0.2	3
O=S(=O)(N/N=C\c1cccn1-c1ccccc1)c1ccc2ccccc2c1	-0.2	6	-8	-5	0	1.0	-1	-11	3.5	-6
CCCCNC(=O)C1CCC(CNS(=O)(=O)c2ccc(C)cc2)CC1 (stereo unspecified)	-0.6	0	1	2	-4	0.3	0	-7	0.4	-3
O=S(=O)(Nc1ccc(-c2cn3c(n2)SCC3)cc1)c1cccs1	-1.0	0	2	9	-9	0.5	0	-2	-1.0	-11
CC(C)C(NC(=O)/C=C/c1cccc([N+](=O)[O-])c1)C(C)C	-0.3	-1	-5	-12	-9	1.9	-2	-2	-1.5	10
COc1ccc(C(=O)Nc2ccc(Cl)cc2C(=O)NCc2ccco2)cc1OC	-0.1	2	-4	1	-1	0.9	-3	-11	0.6	-5
CCCc1cc(-c2ccc3c(c2)COc2c4ccccc4nn2-3)on1	-0.2	-2	0	3	-1	1.3	1	6	3.3	2
COc1cc(CNC2CCCc3ccccc32)cc(OC)c1OC (stereo unspecified)	-0.5	-2	-12	-2	3	0.2	-1	-8	-1.8	2
O=S(=O)(c1ccc(OCc2nc3ccccc3s2)c(Cl)c1)N1CCOCC1	0.8	0	-14	0	-2	-1.5	-1	-5	1.9	-7
Cc1nc(-c2ccc(S(=O)(=O)NCc3ccccn3)s2)cs1	-0.9	-8	-5	-10	2	-0.9	1	-5	-1.6	5
N/C(CCN1CCCCC1)=N/O	-0.5	6	-11	0	-2	0.6	1	3	-0.6	0
Cc1cc(C(=O)NCC(=O)OCC(=O)N(C)C2CCCCC2)ccc1[N+](=O)[O-]	-0.3	-1	-1	-2	-4	-1.7	-2	-8	-1.0	0
COc1cc(C(=O)OC(C)C(=O)NCC2CCCCC2)cc(NC(=O)c2ccco2)c1OC (stereo unspecified)	-0.7	-2	-10	0	-1	1.9	-1	-3	0.2	2
CCc1ccc(S(=O)(=O)N2CCN(c3ncccn3)CC2)cc1	-1.9	-15	-2	0	-3	-1.8	2	0	-0.5	-1
Cc1nc2scc(C)n2c(=O)c1S(=O)(=O)N1CCN(c2ccccn2)CC1	-0.2	-14	1	5	-12	4.0	1	2	1.4	1
C[C@H]1CN([C@@H](C)CO)C(=O)CCCn2cc(nn2)CO[C@@H]1CN(C)C(=O)Nc1ccc2c(c1)OCO2	-0.3	2	-12	3	-3	-0.9	-2	·	-1.4	1
COC(=O)C(Cc1c[nH]c2ccccc12)NC(=O)c1cccc(S(=O)(=O)N2CCCCC2)c1 (stereo unspecified)	0.4	-6	-11	7	-3	0.4	8	8	1.5	1
CC(C)Oc1ccc(CCc2nnc(SC(C)C(=O)O)n2-c2ccccc2)cc1 (stereo unspecified)	0.4	-5	2	8	-4	1.0	-2	-4	0.9	2
COc1ccc(-c2c(C)nc(N)nc2-c2ccc(OCc3ccc(C)cc3)cc2O)cc1OC	-0.8	5	-2	-26	-7	-0.7	-3	6	2.6	-20
COc1nccnc1NS(=O)(=O)c1ccc(NC(=S)NC(=O)c2ccccc2)cc1	0.2	1	-8	13	-1	1.5	3	-9	0.2	-1
COc1ccc(/C=C/C(=O)c2ccc3c4c(cccc24)CC3)cc1OC	-0.8	4	0	-11	-8	0.8	0	-12	2.1	-8
CC(=O)Nc1ccc(S(=O)(=O)c2ccnc3cc(Cl)ccc23)cc1	-0.3	-2	-8	-19	-6	0.2	0	·	-1.6	0
COc1ccc(S(=O)(=O)N(C)CC(=O)NCCCn2ccnc2)cc1Cl	-0.4	-6	4	-5	-2	-1.2	1	-7	-1.8	0
Cc1ccc(C(=O)CC2(O)C(=O)N(Cc3ccccc3)c3ccccc32)o1 (stereo unspecified)	-0.1	4	-21	-3	-1	0.3	2	0	-0.3	-3
CCOc1ccc(NC(=O)COC(=O)C2CC2C)cc1 (stereo unspecified)	-0.3	-11	3	1	-2	0.5	3	-10	-0.7	5
CC1(C(=O)N2CCOCC2)CCCCC1	-0.6	-2	9	5	-2	0.5	0	-4	-1.4	-1
CC(C)OC(=O)CSc1nc2c(c(C3CC=CCC3)c1C#N)CCC2 (stereo unspecified)	-1.1	7	-5	1	-14	-0.9	2	-5	1.3	10

Individual results from the results shown.
Value of COc1nccnc1NS(=O)(=O)c1ccc(NC(=S)NC(=O)c2ccccc2)cc1 under DNMT1 inh: -1
Value of CC1(C(=O)N2CCOCC2)CCCCC1 under Tb MetRS inh: -0.6

(next part)
SMILES	Tb MetRS inh	eLon inh	NRP1-CendR mod	SUMO1 PPI mod	MsrA act	MsrA inhibitor	STEP inh	Scp1 inh	LMPTP inh	DNMT1 inh
O=C(O)CC1S/C(=N/N=C2CCCCC2)N(c2ccccc2)C1=O (stereo unspecified)	-1.4	-17	10	2	-10	1.2	2	-6	-1.4	7
Cc1ccc(C2=NS(=O)(=O)N(C)C(C(=O)N(C)C3CCCCC3)=C2)cc1	0.0	-5	-20	-12	0	2.4	-1	-5	1.0	-2
CCOC(=O)N1CCN(c2cc3nccnc3cc2F)CC1	0.3	2	-2	-22	3	1.1	0	0	0.3	0
CCOC(=O)c1c(NC(=O)C2C3C=CC(C3)C2(C)C(=O)O)sc2c1CCCC2 (stereo unspecified)	-0.2	-2	1	25	-3	2.1	10	53*	0.8	26
CCC(=O)Nc1ccc(C(=O)n2nc(C)cc2C)cc1	-0.8	1	6	-4	-3	-0.6	-1	-6	-2.5	0
CC(C)CN(c1ccccc1)S(=O)(=O)c1nnc(NC(=O)C(C)C)s1	-0.4	4	6	1	-1	-0.8	-1	-17	0.1	3
Cc1cccc(OCc2nnc(SCC(=O)Nc3nccs3)o2)c1	-1.3	13	-3	5	-12	-1.0	-3	-14	0.5	1
CCOC(=O)Cn1c(C)[n+](CC(=O)c2ccccc2)c2ccccc21	-0.5	0	1	-1	-8	1.7	-1	-4	3.9	2
COc1ccc(-c2cc(C(=O)NCCN3CCOCC3)c3cc(C(C)C)ccc3n2)cc1	-0.2	-1	3	15	-2	0.6	2	-10	1.4	-2
O=C(COC(=O)COc1ccccc1)NC1CCS(=O)(=O)C1 (stereo unspecified)	-0.2	2	1	2	-4	1.4	-1	-1	-0.3	-2

Screening data (PubChem)
